# Assay outcomes (PubChem BioAssay)
# IDH1 mut inh: IDH1 R132H (human) inhibition; 0.18% of 70,000 active; O75874; inhibition, % at 10 µM; AID 624101; IDH1 R132H reductase, diaphorase/resazurin fluorescence, 60 min; in the data active = inhibition above about 34%;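 note: 0% = DMSO and 100% = no enzyme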
# EZH2 inh: blocks human EZH2/PRC2 H3K27 methylation; DELFIA TRF, 1 h; 0.35% of 57,000 active; inhibition, % at 12.5 µM; Q15910;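 active = mean inhibition of replicates at least 50% and every single replicate also reaching 50%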;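 note: dimethyl H3K27 on biotinylated H3 21-44 peptide detected by antibody; plate controls were median neutral control wells for no effect and median positive control wells for full effect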
# Target sequence (Q15910 whole entry, looked up): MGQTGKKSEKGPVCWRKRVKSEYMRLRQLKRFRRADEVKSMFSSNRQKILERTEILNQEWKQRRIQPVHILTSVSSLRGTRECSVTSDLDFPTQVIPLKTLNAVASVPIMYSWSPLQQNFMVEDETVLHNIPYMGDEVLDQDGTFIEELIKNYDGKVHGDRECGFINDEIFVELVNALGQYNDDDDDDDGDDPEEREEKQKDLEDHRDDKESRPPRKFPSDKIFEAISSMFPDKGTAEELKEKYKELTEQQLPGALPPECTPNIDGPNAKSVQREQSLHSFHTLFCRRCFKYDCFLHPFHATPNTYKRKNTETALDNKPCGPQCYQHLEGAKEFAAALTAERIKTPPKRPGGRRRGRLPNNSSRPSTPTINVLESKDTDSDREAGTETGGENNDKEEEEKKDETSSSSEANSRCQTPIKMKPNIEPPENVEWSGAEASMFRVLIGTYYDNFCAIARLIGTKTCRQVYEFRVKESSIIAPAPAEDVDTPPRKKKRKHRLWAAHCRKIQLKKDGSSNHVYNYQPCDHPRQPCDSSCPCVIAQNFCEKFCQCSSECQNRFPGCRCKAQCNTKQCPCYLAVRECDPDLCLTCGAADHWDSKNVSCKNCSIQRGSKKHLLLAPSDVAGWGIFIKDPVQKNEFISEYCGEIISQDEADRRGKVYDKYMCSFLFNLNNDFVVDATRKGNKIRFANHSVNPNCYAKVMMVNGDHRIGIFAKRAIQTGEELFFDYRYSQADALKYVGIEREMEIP
# * = called active by the depositor; x = not tested or not shown. This is a subset. The share of hits here may be higher or lower than overall.
SMILES,IDH1 mut inh,EZH2 inh
C[C@@H]1CN([C@@H](C)CO)C(=O)Cc2cc(NS(=O)(=O)c3ccccc3)ccc2O[C@H]1CN(C)C(=O)Nc1cccc2ccccc12,0.4,x
CC(=O)N[C@@H]1CC[C@@H](CCNC(=O)C2CCC2)O[C@H]1CO,-0.3,14
CN1CCN(C(=O)C[C@H]2C[C@H]3c4cc(NC(=O)Nc5ccc(F)cc5)ccc4O[C@H]3[C@H](CO)O2)CC1,-0.1,9
COc1ccc(S(=O)(=O)Nc2cccc3c2O[C@H](CN(C)Cc2ccc(Oc4ccccc4)cc2)[C@@H](C)CN([C@H](C)CO)C3=O)cc1,3.3,x
COC(=O)N(C)C[C@H]1OCc2ccccc2-c2c(n(C)c3ccccc23)C(=O)N([C@H](C)CO)C[C@H]1C,0.3,7
C[C@@H]1CN([C@@H](C)CO)C(=O)CCCn2cc(nn2)CO[C@@H]1CN(C)Cc1ccc2cccnc2c1,0.3,5
COCC(=O)N1C[C@H](C)[C@@H](OC)CN(C)C(=O)c2cc(NC(=O)c3ccc(OC)cc3)ccc2OC[C@@H]1C,0.0,2
C=CCOC(=O)[C@H]1[C@@H]2C(=O)O[C@@H](c3ccccc3)[C@@H](c3ccccc3)N2[C@@H](c2ccc(OCCOC(=O)[C@@H]3C[C@@H]4C(=O)N[C@@H](Cc5ccccc5)C(=O)N4[C@@H]3c3ccc(O)cc3)cc2)[C@]12C(=O)Nc1ccccc12,x,-21
C[C@@H]1CN([C@H](C)CO)S(=O)(=O)c2ccc(C#CC3CC3)cc2O[C@H]1CN(C)C(=O)CN(C)C,-0.1,-9
O=C(N/N=C/c1c(O)ccc2ccccc12)c1ccccn1,x,-8
C[C@H](CO)N1C[C@H](C)[C@H](CN(C)CC2CCCCC2)OCCCC[C@H](C)Oc2ccc(NC(=O)Nc3ccccc3)cc2C1=O,5.3,x
C[C@@H]1CN([C@@H](C)CO)C(=O)c2cccc(N(C)C)c2O[C@@H]1CN(C)Cc1ccc(C(=O)O)cc1,-1.3,7
CNC[C@@H]1OCCCC[C@H](C)Oc2ccc(NC(=O)c3ccccc3)cc2C(=O)N([C@@H](C)CO)C[C@@H]1C,x,2
CCCC#Cc1cnc2c(c1)C(=O)N([C@@H](C)CO)C[C@@H](C)[C@@H](CN(C)S(=O)(=O)c1cn(C)cn1)O2,0.1,-5
COc1ccc(CN(C)C[C@@H]2Oc3c(NS(=O)(=O)c4ccc(Cl)cc4)cccc3C(=O)N([C@@H](C)CO)C[C@H]2C)cc1,1.8,-10
COc1ccc(COCC23N=C4SCc5ccccc5C(=O)N4[C@H](c4ccccc4O2)[C@H]3COC(=O)c2ccccc2)cc1,x,6
CCC(=O)Nc1ccc2c(c1)OC[C@H](C)N(C(=O)NC(C)C)C[C@H](C)[C@H](OC)CN(C)C2=O,-0.1,-1
COc1ccccc1-c1cn(CC[C@H]2CC[C@@H](NC(=O)c3ccccc3F)[C@H](CO)O2)nn1,-0.1,15
CC(C)NC(=O)N(C)C[C@H]1Oc2c(NS(=O)(=O)c3ccc(F)cc3)cccc2C(=O)N([C@@H](C)CO)C[C@H]1C,-1.8,x
C[C@H](CO)N1C[C@H](C)[C@@H](CN(C)S(=O)(=O)c2ccc(Cl)cc2)Oc2ccc(NC(=O)CCN3CCOCC3)cc2CC1=O,-1.4,x
COc1ccc(NC(=O)Nc2ccc3c(c2)C(=O)N([C@H](C)CO)C[C@H](C)[C@@H](CN(C)C(=O)Nc2ccccc2)OCCCC[C@@H](C)O3)cc1,0.1,x
CCC(=O)N(C)C[C@@H]1Oc2ncc(-c3ccccc3OC)cc2C(=O)N([C@@H](C)CO)C[C@@H]1C,-0.3,x
C[C@@H]1CN([C@H](C)CO)C(=O)Cc2cc(NC(=O)Nc3ccc4c(c3)OCO4)ccc2O[C@@H]1CN(C)Cc1ccc(Cl)c(Cl)c1,0.2,x
C[C@H](CO)N1C[C@H](C)[C@@H](CN(C)S(=O)(=O)c2cccs2)Oc2c(NC(=O)C3CCCCC3)cccc2C1=O,-0.1,x
Cc1noc(C)c1S(=O)(=O)Nc1ccc2c(c1)CC(=O)N([C@@H](C)CO)C[C@H](C)[C@H](CN(C)C(=O)Nc1ccc(C(F)(F)F)cc1)O2,-3.7,x
C[C@H](CO)N1C[C@H](C)[C@@H](CN(C)C(=O)c2cnccn2)Oc2cc(C#CC3CC3)ccc2S1(=O)=O,-9.4,-3
C[C@H]1CN([C@@H](C)CO)C(=O)Cc2cc(NC(=O)NC3CCCCC3)ccc2O[C@@H]1CN(C)S(=O)(=O)c1ccc(F)cc1,2.2,4
Cc1sc2ncn(CC(=O)NCc3ccco3)c(=O)c2c1C,0.1,-3
C[C@H]1CN([C@@H](C)CO)S(=O)(=O)c2ccc(C#CC3(O)CCCC3)cc2O[C@H]1CN(C)C(=O)Nc1ccccc1,-3.3,x
CC(C)NC(=O)N(C)C[C@H]1OCCCC[C@H](C)Oc2ccc(NC(=O)CCC(F)(F)F)cc2C(=O)N([C@@H](C)CO)C[C@@H]1C,1.0,-12
C[C@@H]1CN([C@H](C)CO)C(=O)c2cc(Br)cnc2O[C@@H]1CN(C)Cc1ccc(-c2ccccc2)cc1,x,11
C[C@H](CO)N1C[C@H](C)[C@H](CN(C)C(=O)Nc2ccccc2)OCc2ccccc2-c2ccccc2C1=O,x,21
C[C@H](CO)N1C[C@H](C)[C@H](CN(C)S(=O)(=O)c2ccc(F)cc2)OCCCC[C@H](C)Oc2ccc(NC(=O)Nc3ccc4c(c3)OCO4)cc2C1=O,-0.4,x
COc1ccc(CCNC(=O)c2cc(-c3ccncc3)nc3c(Cl)cccc23)cc1OC,4.9,-7
CS(=O)(=O)Nc1ccc2c(c1)[C@H]1C[C@@H](CC(=O)NCc3ccccn3)O[C@@H](CO)[C@H]1O2,-0.6,-6
CCC(=O)Nc1ccc2c(c1)OC[C@H](C)N(C(=O)C1CCC1)C[C@@H](C)[C@H](OC)CN(C)C2=O,0.4,-2
CO[C@@H]1CN(C)C(=O)c2cc(NS(=O)(=O)c3cccc(C)c3)ccc2OC[C@@H](C)NC[C@@H]1C,0.0,5
C=CCN1Cc2ccccc2[C@H]2OC(c3ccc(OCCCO)cc3)=N[C@@]2(CC=C)C1=O,x,-6
CC1=CCC2C(=O)N(c3ccc(C4CCCCC4)cc3)C(=O)C2C1 (centres undefined),0.6,21
O=C1O[C@H](c2ccccc2)[C@H](c2ccccc2)N2[C@H]1[C@@H](C(=O)NC[C@H](O)c1ccccc1)[C@]1(C(=O)Nc3ccc(C#CC4(O)CCCCCC4)cc31)[C@H]2c1ccc(OCCO)cc1,x,-25
C[C@@H]1CCCCO[C@H](CN(C)Cc2ccncc2)[C@@H](C)CN([C@@H](C)CO)C(=O)c2cc(NS(C)(=O)=O)ccc2O1,5.1,1
O=C(CSc1nccc(=O)[nH]1)N1CCN(c2ccccc2)CC1,0.4,5
CO[C@H]1CN(C)C(=O)c2cc(NC(=O)C3CC3)ccc2OC[C@H](C)N(Cc2ccc(F)cc2)C[C@H]1C,0.0,-7
CCc1nc(SCC(=O)Nc2cc(C)on2)n[nH]1,-0.3,-14
COCC#Cc1ccc2c(c1)O[C@H](CN(C)C(=O)CC1CC1)[C@H](C)CN([C@@H](C)CO)S2(=O)=O,5.0,-3
O=C(NCC[C@@H]1CC[C@H](NC(=O)C2CCCCC2)[C@H](CO)O1)c1ccc(F)cc1,0.1,5
Cc1noc(C)c1NC(=O)Nc1ccc2c(c1)CC(=O)N([C@H](C)CO)C[C@H](C)[C@@H](CN(C)Cc1ccc(Cl)c(Cl)c1)O2,0.3,-15
CO[C@@H]1CN(C)C(=O)c2cc(NC(C)=O)ccc2OC[C@H](C)N(Cc2cc(F)ccc2F)C[C@H]1C,-0.3,-6

# 10 entries from above, with values under each structure:
# Every second line gives: IDH1 mut inh | EZH2 inh
- CC1=CCC2C(=O)N(c3ccc(C4CCCCC4)cc3)C(=O)C2C1 (centres undefined)
    0.6 | 21
- O=C1O[C@H](c2ccccc2)[C@H](c2ccccc2)N2[C@H]1[C@@H](C(=O)NC[C@H](O)c1ccccc1)[C@]1(C(=O)Nc3ccc(C#CC4(O)CCCCCC4)cc31)[C@H]2c1ccc(OCCO)cc1
    x | -25
- C[C@@H]1CCCCO[C@H](CN(C)Cc2ccncc2)[C@@H](C)CN([C@@H](C)CO)C(=O)c2cc(NS(C)(=O)=O)ccc2O1
    5.1 | 1
- O=C(CSc1nccc(=O)[nH]1)N1CCN(c2ccccc2)CC1
    0.4 | 5
- CO[C@H]1CN(C)C(=O)c2cc(NC(=O)C3CC3)ccc2OC[C@H](C)N(Cc2ccc(F)cc2)C[C@H]1C
    0.0 | -7
- CCc1nc(SCC(=O)Nc2cc(C)on2)n[nH]1
    -0.3 | -14
- COCC#Cc1ccc2c(c1)O[C@H](CN(C)C(=O)CC1CC1)[C@H](C)CN([C@@H](C)CO)S2(=O)=O
    5.0 | -3
- O=C(NCC[C@@H]1CC[C@H](NC(=O)C2CCCCC2)[C@H](CO)O1)c1ccc(F)cc1
    0.1 | 5
- Cc1noc(C)c1NC(=O)Nc1ccc2c(c1)CC(=O)N([C@H](C)CO)C[C@H](C)[C@@H](CN(C)Cc1ccc(Cl)c(Cl)c1)O2
    0.3 | -15
- CO[C@@H]1CN(C)C(=O)c2cc(NC(C)=O)ccc2OC[C@H](C)N(Cc2cc(F)ccc2F)C[C@H]1C
    -0.3 | -6

# Next section.
SMILES,IDH1 mut inh,EZH2 inh
O=C(NO)c1cccc(C(=O)N/N=C/c2cc(Cl)cc(Cl)c2O)c1,x,-5
O=C(Cc1cccnc1)N[C@H]1CC[C@H](CCn2cc(Cc3ccccc3)nn2)O[C@H]1CO,0.3,2
Cc1ccc(S(=O)(=O)N(C)C[C@@H]2Oc3ccc(N(C)C)cc3CC(=O)N([C@H](C)CO)C[C@H]2C)cc1,0.0,x
C[C@@H]1CN([C@H](C)CO)S(=O)(=O)c2ccc(C3=CCCCC3)cc2O[C@H]1CN(C)C(=O)Nc1ccc2c(c1)OCO2,x,-9
Cc1ccc(C(=O)COc2cccc(NC(=O)c3ccc(Br)cc3)c2)cc1C,-0.3,-3
C[C@H]1CN([C@@H](C)CO)C(=O)Cc2cc(NC(=O)CCN3CCOCC3)ccc2O[C@@H]1CN(C)S(=O)(=O)c1ccc(Cl)cc1,-1.2,x
CC(=O)N(C)C[C@H]1Oc2ncc(-c3cccc(F)c3)cc2C(=O)N([C@@H](C)CO)C[C@H]1C,-3.2,0
CCCC(O)C#Cc1cnc2c(c1)C(=O)N([C@H](C)CO)C[C@H](C)[C@H](CN(C)C(=O)Nc1ccc(F)cc1)O2 (some centres undefined),1.1,x
CCc1ccccc1NC(=O)CC(O)(C(=O)OC)C(F)(F)F (centres undefined),0.1,x
CCCc1c(OCCCOc2ccc(OCC(=O)O)cc2)ccc(CC=O)c1O,-0.3,55*
O=C(NO)c1ccc(C(=O)N/N=C/c2cccc(OCCO)c2)cc1,-0.5,-11
O=C(CSc1ncn[nH]1)N(c1ccccc1)c1ccccc1,2.2,4
COc1ccc(COCC23N=C4SCc5ccccc5C(=O)N4[C@H](c4ccccc4O2)[C@H]3CO[Si](C)(C)C(C)(C)C)cc1,x,5
O=C(COc1ccc(C(=O)Nc2ccccc2Cl)cc1)Nc1cccc(C(F)(F)F)c1,0.4,8
C[C@H](CO)N1C[C@H](C)[C@@H](CN(C)Cc2cccc(C(=O)O)c2)Oc2ncc(-c3ccccc3F)cc2C1=O,-0.8,10
O=C(O)CCCC(=O)Nc1ccccc1Br,0.1,-5
O=C(C[C@H]1C=C[C@H](NC(=O)Nc2ccccc2F)[C@H](CO)O1)NCc1ccc(Cl)cc1,-0.1,3
O=C(N[C@@H]1CC[C@H](CCNS(=O)(=O)c2ccccc2Cl)O[C@H]1CO)c1ccccc1,-0.3,3
C[C@H](CO)N1C[C@H](C)[C@@H](CN(C)C(=O)Nc2ccc(C(F)(F)F)cc2)OCCCC[C@H](C)Oc2ccc(NS(C)(=O)=O)cc2C1=O,-1.5,x
O=C(C[C@H]1CC[C@@H](NC(=O)c2cccnc2)[C@@H](CO)O1)NCCN1CCCCC1,0.1,11
C[C@H](CO)N1C[C@H](C)[C@@H](CN(C)C)Oc2cc(-c3ccccc3)ccc2S1(=O)=O,-3.3,-5
CNC[C@@H]1OCCCC[C@@H](C)Oc2ccc(NC(=O)NC(C)C)cc2C(=O)N([C@H](C)CO)C[C@H]1C,4.2,20
CC1=C2CCC(C(=O)O)=CC2C(C(C)C)CC1 (centres undefined),0.8,-6
O=S(=O)(N[C@H]1CC[C@H](CCn2cc(-c3ccccn3)nn2)O[C@@H]1CO)c1cccc(F)c1,-0.6,4
C[C@@H]1CN([C@H](C)CO)S(=O)(=O)c2ccc(C#Cc3ccncc3)cc2O[C@@H]1CN(C)CC1CC1,1.4,-3
COc1ccc(NC(=O)N(C)C[C@@H]2Oc3ccc(NC(=O)CCCCCC(=O)Nc4ccccc4N)cc3CC(=O)N([C@H](C)CO)C[C@H]2C)cc1,0.3,0
COc1ccccc1CNC(=O)C[C@H]1C[C@@H]2c3cc(NC(=O)Nc4ccc(C(F)(F)F)cc4)ccc3O[C@@H]2[C@H](CO)O1,0.1,-13
CCCNC(=O)C[C@@H]1C[C@@H]2c3cc(NC(=O)Nc4ccc(OC)cc4)ccc3O[C@@H]2[C@H](CO)O1,0.1,5
COc1ccc(NC(=O)Nc2ccc3c(c2)C(=O)N([C@@H](C)CO)C[C@@H](C)[C@@H](CN(C)C(=O)Nc2ccc(C(F)(F)F)cc2)O3)cc1,0.0,x
COc1ccccc1NC(=O)N(C)C[C@@H]1OCc2ccccc2-c2ccccc2C(=O)N([C@H](C)CO)C[C@@H]1C,-5.3,9
Cc1cc(O)c(Cc2c(O)cc(C)c(C=O)c2O)c(O)c1C,7.5,x
CCNC(=S)N1CCN=C1Nc1nc(C)cc(C)n1,-0.2,-8
COc1ccc(S(=O)(=O)Nc2ccc3c(c2)C(=O)N([C@H](C)CO)C[C@@H](C)[C@H](CN(C)S(=O)(=O)c2ccc(OC)cc2)OCCCC[C@H](C)O3)cc1,0.3,x
